DNMT1 block: inhibitors of human DNMT1. P26358. DNMT1 molecular beacon, Hinp1I cleavage, fluorescence. inhibition (reported as % activation of signal), % at 10 µM. 0.83% of 360,000 active. AID 588458; in the data active = inhibition above about 50%
Scp1 inh: blocks human Scp-1 phosphatase activity; Q9GZU7; Recombinant Scp1, phosphopeptide, malachite green phosphate absorbance; inhibition, % at 20 µM; 0.88% of 340,000 active; AID 493091;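 active = inhibition above about 50% at 20 µM, limit read from the data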;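 note: plate controls were DMSO wells with enzyme for no effect and wells lacking enzyme for full effect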
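Test system: SCP-1 phosphatase catalytic domain, residues 76-261; measured by: colorimetric phosphate reagent with accelerator and stabiliser, absorbance at 630 nm; timing: enzyme reaction 45 min at room temperature, colour 5 min, stabilisation 30 min; also added: Phosphorylated 17-residue peptide substrate; compound dosing: one concentration, 20 µM, with 1.0% DMSO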
Rin1 Abl inh: inhibitors of human Rin1-Abl protein interaction; TR-FRET Rin1/Abl binding, biochemical; inhibition, % at 7.35 µM; 0.4% of 360,000 active; in the data active = inhibition above about 5%, passing the limit was not always enough
CSN deneddyl inh: CSN deneddylation inhibition; inhibition, % at 12.5 µM; 0.38% of 360,000 active; AID 651999; Purified CSN, SCF-Nedd8-OG deneddylation, fluorescence polarization; Q92905;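 active = pattern-corrected inhibition above about 35%, with an unprinted fluorescence ratio check between 0.5 and 1.5, limit read from the data, passing the limit was not always enough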;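 note: 0% = enzyme with substrate and 100% = substrate without enzyme; some results filed as inactive read as strong as hits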
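Assay system: purified human Csn5 enzyme expressed in HEK293T cells; Input: 0.24 nM Csn5 enzyme, final concentration; Reagent: 10 nM SCFSkp2-Nedd8OG; Compound dosing: 12.5 µM single point; Times: reaction 90 min, room temperature; Technique: fluorescence polarization readout.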
SUMO1-SIM PPI: SUMO1-SIM interaction modulation; SUMO1 binding to a labelled peptide, TR-FRET, 1 h; P63165; 0.33% of 360,000 active; inhibition, % at 20 µM; in the data active = inhibition above about 37%
Rpn11 block: blocks the human proteasome subunit Rpn11; O00487; AID 588493; calls only at 20 µM; 0.59% of 360,000 active; human 26S proteasome, Ub4-pepOG fluorescence polarization; 20S core pre-blocked with epoxomicin;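 active = inhibition at 20 µM, scaled to each plate's controls, above about 33%, limit read from the data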
NadD block: inhibitors of Staphylococcus aureus NadD; inhibition, % at 20 µM; AID 602399; purified NadD enzyme, colorimetric absorbance read-out; 0.78% of 360,000 active; in the data active = inhibition above about 26%; note: some compounds past the cut are filed as inactive
Neddyl block: blocks human cullin neddylation. P61081+Q13564. TR-FRET cullin neddylation, biochemical. calls only at 25 µM. 0.58% of 360,000 active. AID 651699; in the data active = inhibition above about 36%
STEP block: inhibitors of human striatal-enriched phosphatase STEP; 0.25% of 360,000 active; AID 588621; inhibition, % at 20 µM; P54829; recombinant STEP, OMFP fluorogenic substrate, fluorescence;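 active = inhibition at 20 µM, scaled per plate between control wells, above about 37%, limit read from the data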;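 note: 0% = DMSO with enzyme and substrate and 100% = substrate only without enzyme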
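System: isolated STEP enzyme; schedule: 20 min enzyme reaction at room temperature, protected from light; medium: Bis-Tris buffer pH 6.0, 2.5 mM DTT, 0.005% Tween 20; signal: fluorescence, 480/540 nm; dosing: single compound dose of 20 µM, 1% DMSO final; also added: OMFP substrate, 25 µM final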
LMPTP inh: LMPTP (human) inhibition. inhibition, % at 20 µM. P24666. 0.22% of 360,000 active. AID 651560. recombinant LMPTP-A, OMFP fluorogenic substrate, fluorescence intensity;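 active = compounds that cut the enzyme signal by at least half of the control window in the single-dose screen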;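 note: plate controls were DMSO wells with enzyme plus substrate for no effect and substrate without enzyme for full effect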
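Assay system: LMPTP-A phosphatase enzyme | Input: 0.625 nM enzyme | Also added: Fluorogenic phosphatase substrate OMFP at 400 µM final | Compound dosing: One test concentration per compound, 20 µM, with 3% DMSO overall | Schedule: 50 min enzyme reaction at room temperature, protected from light | Signal: Fluorescence intensity | Benchmarks: no-enzyme and uninhibited controls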
Active calls of the source: *; i = inactive; . = not tested or not shown.

#1 CCNC(=O)N(C)C[C@H]1N[C@@](C)(C(=O)OC)[C@H]2C(=O)N(C)C(=O)[C@@H]12
#2 CCO[C@@H]1OC(C(N)=O)=C[C@H](c2ccc3c(c2)OCO3)[C@H]1CCCO
#3 COc1ccc(NC(=O)CN2C(=O)NC3(CCCCCC3)C2=O)cc1Cl
#4 O=C(Nc1ccc(S(=O)(=O)Nc2ncccn2)cc1)c1cccc(S(=O)(=O)N2CCOCC2)c1
#5 CCC(=O)N1c2ccc(S(=O)(=O)CCC(=O)NCc3ccc4c(c3)OCO4)cc2CC1C (stereo not drawn)
#6 Cn1c2ccccc2n2c(=O)c(=O)n(CC(=O)c3ccc(Cl)cc3)nc12
entry no.,1,2,3,4,5,6
DNMT1 block,3,5,1,0,0,1
Scp1 inh,-8,0,5,-2,3,-5
Rin1 Abl inh,0,1,3,0,-2,0
CSN deneddyl inh,1,-2,-2,3,-3,-1
SUMO1-SIM PPI,8,3,2,-2,-1,-14
Rpn11 block,i,i,i,i,i,i
NadD block,-2,-4,1,-5,0,6
Neddyl block,i,i,i,i,i,i
STEP block,1,0,-2,1,0,0
LMPTP inh,-1.0,-0.6,0.3,-1.3,1.5,-1.1

#7 COC(=O)CCC(NC(=O)c1cc(-c2ccc3c(c2)OCCO3)oc1C)C(=O)OC (stereo not drawn)
#8 S=C(NC1CCCCC1)N1CCOCC1
#9 COCC(=O)N(Cc1cc2ccc(C)cc2[nH]c1=O)c1cccc(C)c1
#10 CC(=O)Nc1ccc(S(=O)(=O)NNC(=O)c2cccc(Cl)c2)cc1
#11 C/C=C(\C)CN1CCC(n2nccc2NC(=O)c2ccc3c(c2)OCO3)CC1
#12 COC1=CC(C)C2CC3OC(O)CC4C(C)=C(OC)C(=O)C(C2(C)C1=O)C34C (stereo not drawn)
entry no.,7,8,9,10,11,12
DNMT1 block,-5,-2,12,1,4,-3
Scp1 inh,-8,-10,-5,2,-5,.
Rin1 Abl inh,1,1,0,1,0,3
CSN deneddyl inh,3,-2,0,0,-2,-3
SUMO1-SIM PPI,-2,1,3,-2,4,0
Rpn11 block,i,i,i,i,i,i
NadD block,6,-9,3,0,-3,-1
Neddyl block,i,i,i,i,i,i
STEP block,2,0,1,-2,1,-5
LMPTP inh,-1.0,-1.4,-0.2,-1.6,0.6,0.4

#13 CCCCC(O)(c1ccc(CC)cc1)C(CN1CCOCC1)c1ccccc1 (stereo not drawn)
#14 O=C(NCc1ccc(Cl)cc1)N1CCN(Cc2ccccc2)CC1
#15 CCc1nc2c(OCC=C(C)C)cccn2c1N(C)C(=O)c1ccc(OC)cc1
#16 CCOC(=O)C1=C(C)N(c2ccc(OCC)cc2)C(=O)/C1=C\c1ccco1
#17 N#CC(=C1C=CC(=NO)C(Cl)=C1)c1ccccc1
#18 N#CCCN(C(=O)COC(=O)c1cccc(S(=O)(=O)N2CCCC2)c1)c1ccc(F)cc1
entry no.,13,14,15,16,17,18
DNMT1 block,0,-2,-1,2,-17,3
Scp1 inh,-7,6,.,0,.,-10
Rin1 Abl inh,-2,1,-3,5,2,0
CSN deneddyl inh,-3,-2,-3,3,6,6
SUMO1-SIM PPI,3,0,-2,-16,-2,6
Rpn11 block,i,i,i,i,i,i
NadD block,-3,-5,8,3,3,-2
Neddyl block,i,i,i,i,i,i
STEP block,0,0,0,1,2,-2
LMPTP inh,1.5,-3.0,0.3,1.0,0.1,-0.4

Sorted by heavy-atom count (ascending): some entries from above.
#17 N#CC(=C1C=CC(=NO)C(Cl)=C1)c1ccccc1
#10 CC(=O)Nc1ccc(S(=O)(=O)NNC(=O)c2cccc(Cl)c2)cc1
#9 COCC(=O)N(Cc1cc2ccc(C)cc2[nH]c1=O)c1cccc(C)c1
#16 CCOC(=O)C1=C(C)N(c2ccc(OCC)cc2)C(=O)/C1=C\c1ccco1
#12 COC1=CC(C)C2CC3OC(O)CC4C(C)=C(OC)C(=O)C(C2(C)C1=O)C34C (stereo not drawn)
#15 CCc1nc2c(OCC=C(C)C)cccn2c1N(C)C(=O)c1ccc(OC)cc1
#18 N#CCCN(C(=O)COC(=O)c1cccc(S(=O)(=O)N2CCCC2)c1)c1ccc(F)cc1
entry no.,17,10,9,16,12,15,18
DNMT1 block,-17,1,12,2,-3,-1,3
Scp1 inh,.,2,-5,0,.,.,-10
Rin1 Abl inh,2,1,0,5,3,-3,0
CSN deneddyl inh,6,0,0,3,-3,-3,6
SUMO1-SIM PPI,-2,-2,3,-16,0,-2,6
Rpn11 block,i,i,i,i,i,i,i
NadD block,3,0,3,3,-1,8,-2
Neddyl block,i,i,i,i,i,i,i
STEP block,2,-2,1,1,-5,0,-2
LMPTP inh,0.1,-1.6,-0.2,1.0,0.4,0.3,-0.4

(continued)
#19 NC(=O)Cn1nc([N+](=O)[O-])nc1Oc1ccc(Br)cc1
#20 CCOc1ccc2nc(C(C)O)[nH]c2c1 (stereo not drawn)
#21 C=CCNC(=O)CN(c1ccc(F)cc1)S(=O)(=O)c1ccc(OC)cc1
#22 CCOC(=O)CNc1nc(Cl)nc(NC(C)(C)C)n1
#23 CCOc1ccc(N(CC(=O)NCc2ccc(Cl)cc2)S(=O)(=O)c2c(C)noc2C)cc1
#24 CCOC(=O)Cc1c(C)nc2c(-c3cccc(Br)c3)c[nH]n2c1=O
entry no.,19,20,21,22,23,24
DNMT1 block,0,3,2,4,1,-1
Scp1 inh,-9,-1,-10,-2,-13,2
Rin1 Abl inh,-3,-4,2,6,1,-2
CSN deneddyl inh,-8,1,-5,-5,2,-1
SUMO1-SIM PPI,-28,-1,-2,3,0,13
Rpn11 block,i,i,i,i,i,i
NadD block,2,4,-3,2,-3,6
Neddyl block,i,i,i,i,i,.
STEP block,3,-1,-1,-3,0,-1
LMPTP inh,-0.8,-1.1,-0.1,0.0,3.0,-1.6

#25 Cc1cccc2c(N=NC(=O)c3ccc(NS(=O)(=O)c4cccs4)cc3)c(O)[nH]c12
#26 CN(C)c1ccc(NC(=O)C2CCCN(S(=O)(=O)c3ccccc3)C2)cc1 (stereo not drawn)
#27 Cn1ncc2c(Nc3ccccc3Cl)nc(Cl)nc21
#28 CSc1ccc(C(=O)C2CCCN(C(=O)c3ccsc3)C2)cc1 (stereo not drawn)
#29 CCC(=O)N1CCN(c2ccc(NC(=O)c3ccc(Br)o3)cc2)CC1
#30 Cc1nc2ccccc2[nH]c1=O
entry no.,25,26,27,28,29,30
DNMT1 block,87*,-2,0,2,0,0
Scp1 inh,5,-9,-10,-8,4,0
Rin1 Abl inh,-1,-2,0,-34,3,0
CSN deneddyl inh,4,5,-2,1,-5,1
SUMO1-SIM PPI,-5,-5,2,-1,0,-7
Rpn11 block,i,i,i,i,i,i
NadD block,61*,5,-2,-6,0,-2
Neddyl block,i,i,i,i,i,i
STEP block,-4,0,-1,2,4,-2
LMPTP inh,2.4,1.0,1.0,-0.6,-0.4,-2.3

#31 Cc1nn(-c2ccc(F)cc2)c(Cl)c1C(=O)OC(C)C(=O)N(C)C1CCCCC1 (stereo not drawn)
#32 Cc1[nH]nc(SCC(=O)N2CCOCC2)c1[N+](=O)[O-]
#33 Nc1nc2ccccc2n1CCOc1ccc(Br)cc1
#34 CC(=O)N1Cc2cc(C(=O)NCc3cccc(F)c3)nc(-c3cccc(C4=CCCC4)c3)c2[C@H]1CCO
#35 CCCN(C1CCS(=O)(=O)C1)S(=O)(=O)c1ccc(F)cc1 (stereo not drawn)
#36 O=C(CCCC(=O)OCC(Cl)=C(Cl)Cl)Nc1ccccc1
entry no.,31,32,33,34,35,36
DNMT1 block,2,-1,-3,.,7,40
Scp1 inh,-10,-3,6,.,-5,-5
Rin1 Abl inh,0,0,2,.,0,0
CSN deneddyl inh,2,1,1,3,-1,-1
SUMO1-SIM PPI,5,3,-1,3,3,-1
Rpn11 block,i,i,i,.,i,i
NadD block,2,-8,-5,-14,-5,-1
Neddyl block,i,i,i,i,i,i
STEP block,0,-4,1,.,3,-2
LMPTP inh,0.7,0.5,6.7,5.5,-1.6,-2.0

#37 CSc1nnc(CNS(=O)(=O)c2ccc(Br)cc2)n1C
#38 Cc1c(C)c2c(OCC(=O)N3CCC(O)CC3)cc3c(c2oc1=O)CCC(C)(C)O3
#39 O=C(O)CCc1ccc(-c2cccs2)n1CCC(=O)O
#40 CCNC(=O)NC(=O)C(C)OC(=O)CNS(=O)(=O)c1c(Cl)cc(Br)cc1Cl (stereo not drawn)
#41 Nc1ccccc1Oc1ncc(C(F)(F)F)cc1Cl
#42 Cc1ccc(CNC(=O)c2ccc3c(=O)n(CCCN4CCCC4=O)c(=S)[nH]c3c2)cc1
entry no.,37,38,39,40,41,42
DNMT1 block,1,-1,34,-6,-7,-4
Scp1 inh,-2,-1,26,9,0,37
Rin1 Abl inh,-2,-1,1,3,0,-3
CSN deneddyl inh,2,-2,8,9,-1,3
SUMO1-SIM PPI,3,-8,4,1,-2,-3
Rpn11 block,i,i,i,i,i,i
NadD block,-2,6,-6,-6,-1,2
Neddyl block,i,.,i,i,i,i
STEP block,1,0,4,-2,2,-2
LMPTP inh,-0.5,1.0,-1.2,-0.5,0.9,-0.8

#43 Cc1ccc(Cc2c(-c3cccc(Cl)c3)nc3c4ccccc4ccn23)cc1
#44 Cc1cccc(N2C(=O)SC(N(CC(=O)O)c3cccc(C)c3)C2=O)c1 (stereo not drawn)
#45 CC(Sc1ccccc1)C(=O)NN=C1CCCCCC1 (stereo not drawn)
#46 CN1NC(c2ccccc2)NN(C)C1=O
#47 Cc1cc(C)n(CCN(C)C(=O)c2cc(COc3c(F)cccc3F)on2)n1
#48 CCCCCN(C(=O)CCC(=O)OCc1ccccc1Cl)c1c(N)n(CCCC)c(=O)[nH]c1=O
entry no.,43,44,45,46,47,48
DNMT1 block,-4,-8,4,9,51*,3
Scp1 inh,.,-4,-3,.,-8,2
Rin1 Abl inh,4,0,1,3,-5,2
CSN deneddyl inh,10,0,5,4,2,-3
SUMO1-SIM PPI,-4,11,-1,11,1,0
Rpn11 block,i,i,i,i,i,i
NadD block,8,9,0,0,9,-5
Neddyl block,i,i,i,i,i,i
STEP block,5,0,0,2,0,0
LMPTP inh,6.0,-1.1,0.7,17,-1.3,-1.0
